C-LANA FP: blocks KSHV LANA C-terminal domain binding to DNA; MBP-C-LANA/FAM-LBS DNA binding, fluorescence polarization; inhibition, % at 9 µM; actives 0.078% (n = 340,000);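 active = highest replicate inhibition at or above 60% at 9 µM, even if other replicates fall short; inactive = all replicates below 60% inhibition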;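 note: 0% = neutral control wells and 100% = 4 µM acridine orange control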
SR-BI uptake up: SR-BI HDL lipid transfer activation; CHO ldlA[mSR-BI] cells, DiI-HDL uptake fluorescence, 3 h; 100 = double the neutral-control signal; activation, % at 12.5 µM; actives 0.096% (n = 320,000); AID 504775;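 active = mean replicate activation of at least 60% and every replicate at or above 60%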;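 note: 0% = median plate neutral-control signal and 100% = twice that signal; values of inactives mirror those of a sister screen read the other way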
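System: CHO ldlA[mSR-BI] cells / Medium: HEPES-buffered (25 mM, pH 7.4) F12 plus 0.5% BSA / Probe or stimulus: labelled HDL, 10 µg/mL / Doses: single compound concentration, delivered by pin transfer / Schedule: 3 h, 37 °C / Measured by: DiI fluorescence, bottom read / Measure: cell-associated DiI fluorescence as measure of HDL uptake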
PvdQ inh: P. aeruginosa PvdQ acylase inhibition. purified PvdQ acylase, fluorescence plate reader. inhibition, % at 10 µM. actives 0.063% (n = 340,000). AID 488965; in the data active = inhibition above about 30%, passing the limit was not always enough;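 note: 0% = vehicle neutral wells and 100% = reference inhibitor wells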
SR-BI DiI inh: mouse SR-BI HDL lipid transfer inhibition; AID 488896; inhibition, % at 12.5 µM; ldlA[mSR-BI] CHO cells, DiI-HDL uptake fluorescence, 3 h; actives 0.96% (n = 320,000);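 active = mean replicate inhibition of at least 70% and a set share of replicates each scoring 70 or more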;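 note: 0% = median of neutral control wells and 100% = median of positive control wells; values of inactives mirror those of a sister screen read the other way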
Target sequence (Q61009 whole entry, looked up): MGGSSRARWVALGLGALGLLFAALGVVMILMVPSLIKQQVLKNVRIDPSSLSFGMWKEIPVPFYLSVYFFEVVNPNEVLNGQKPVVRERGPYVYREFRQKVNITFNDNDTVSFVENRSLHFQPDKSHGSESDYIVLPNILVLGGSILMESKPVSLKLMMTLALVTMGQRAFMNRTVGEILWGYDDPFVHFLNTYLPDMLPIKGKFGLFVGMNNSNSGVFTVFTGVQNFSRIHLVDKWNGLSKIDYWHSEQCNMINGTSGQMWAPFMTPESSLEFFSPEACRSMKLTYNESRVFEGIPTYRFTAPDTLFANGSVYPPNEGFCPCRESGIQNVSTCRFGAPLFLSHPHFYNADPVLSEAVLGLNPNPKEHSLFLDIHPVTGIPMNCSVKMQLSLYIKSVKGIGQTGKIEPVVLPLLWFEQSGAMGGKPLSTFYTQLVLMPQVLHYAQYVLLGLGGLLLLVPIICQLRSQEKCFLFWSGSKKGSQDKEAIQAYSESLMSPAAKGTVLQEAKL
NSD2 inh: inhibitors of human histone methyltransferase NSD2 | inhibition, % at 12.5 µM | O96028 | actives 0.54% (n = 310,000) | NSD2 peptide methylation, AlphaScreen, 120 min; in the data active = inhibition above about 50%
Arr AP2 block: inhibitors of human beta-arrestin and AP2 interaction | FITC-arrestin peptide / GST-AP2 beads, flow cytometry; AP2 beta2 appendage carries R879A mutation | inhibition, % at 10 µM | actives 0.31% (n = 340,000) | AID 504490;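 active = inhibition above a set limit, near 3 SD of compounds lacking own fluorescence, cut at about 54% in these data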;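 note: plate controls were DMSO wells for no effect and 5 µM unlabelled arrestin peptide for full effect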
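System: GST-AP2 R879A glutathione beads | Also added: FITC-arrestin peptide, 50 nM | Times: 12 min plus 1 h, RT | Signal: Bead flow cytometry, FITC channel | Buffer or medium: PBS with 0.05% Tween 20 and 0.1% BSA | Read-out basis: Percent drop in bead-associated FITC signal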
Keap1-Nrf2 PPI: Keap1-Nrf2 (human) interaction inhibition; Keap1 Kelch-Nrf2 peptide fluorescence polarization, 1536-well; AID 504523; inhibition, % at 9.4 µM; actives 0.15% (n = 340,000); in the data active = inhibition above about 12%;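 note: human Keap1 Kelch domain with fluorescein labeled Nrf2 9mer peptide probe; 0% = neutral control wells and 100% = peptide positive control; higher means more block of Keap1 binding to Nrf2 peptide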
Target sequence (Q14145 whole entry, looked up, the tested form may be a part): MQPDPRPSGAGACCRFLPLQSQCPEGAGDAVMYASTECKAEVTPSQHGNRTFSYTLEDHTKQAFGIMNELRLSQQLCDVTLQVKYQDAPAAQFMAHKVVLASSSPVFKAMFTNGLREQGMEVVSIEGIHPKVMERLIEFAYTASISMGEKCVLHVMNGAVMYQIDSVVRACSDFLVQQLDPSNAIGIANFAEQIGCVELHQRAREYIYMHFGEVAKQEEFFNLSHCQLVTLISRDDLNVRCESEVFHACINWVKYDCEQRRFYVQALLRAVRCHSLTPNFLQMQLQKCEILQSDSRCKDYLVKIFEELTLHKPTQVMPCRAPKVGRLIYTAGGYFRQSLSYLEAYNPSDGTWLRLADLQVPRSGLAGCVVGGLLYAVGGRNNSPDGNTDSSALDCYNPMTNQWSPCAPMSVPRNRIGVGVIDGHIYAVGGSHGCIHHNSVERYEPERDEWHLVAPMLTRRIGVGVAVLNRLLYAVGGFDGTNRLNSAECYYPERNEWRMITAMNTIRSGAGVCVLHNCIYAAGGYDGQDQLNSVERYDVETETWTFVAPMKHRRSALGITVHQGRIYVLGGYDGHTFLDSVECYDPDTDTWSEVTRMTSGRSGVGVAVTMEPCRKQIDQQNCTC
DAGLB inhibitor: diacylglycerol lipase beta (human) inhibition; Q8NCG7; AID 504411; inhibition, % at 5.17 µM; actives 0.059% (n = 340,000); HEK293T DAGLB membrane lysate, EnzChek fluorogenic substrate; in the data active = inhibition above about 34%;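 note: 0% = enzyme with vehicle and 100% = wells lacking enzyme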
PKA-R2B activ: activates the human PKA-R2B holoenzyme complex. actives 0.079% (n = 340,000). PKA-R2B holoenzyme dissociation, Cy5-IP20 fluorescence polarization; R2B truncated from residue 108, S112A mutant; 0% DMSO only, 100% 113 µM cGMP. activation, % at 11.4 µM. AID 504700;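 active = activation above a cutoff set at the mean over all compounds plus 3 SD, cut at about 18% in these data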;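 note: higher means more holoenzyme dissociation and a rise in polarization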
Cardiac RTF inh: cardiac RTF calcium desensitization; IANBD-labeled cardiac RTF, Ca2+ fluorescence; actives 0.12% (n = 340,000); inhibition, % at 7.15 µM;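 active = inhibition above the mean inhibition of all tested compounds plus 3 SD, cut at about 17% in these data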;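 note: assay run at fixed EC70 calcium of 1.6 mM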
Active calls of the source: *.

Screening O=C(NCc1cccs1)c1noc2c1CCCCC2 returned C-LANA FP -1.5, SR-BI uptake up 23, PvdQ inh 8, SR-BI DiI inh -23, NSD2 inh 0, Arr AP2 block 25, Keap1-Nrf2 PPI 5, DAGLB inhibitor -1, PKA-R2B activ -3 and Cardiac RTF inh -8.
COc1ccc(N2CCc3c(C)nc(SC)nc32)cc1 was read as C-LANA FP 0.5, SR-BI uptake up -30, PvdQ inh -6, SR-BI DiI inh 30, NSD2 inh -4, Arr AP2 block -16, Keap1-Nrf2 PPI 1, DAGLB inhibitor 0, PKA-R2B activ 6 and Cardiac RTF inh -9.
CC(C)CCN1CCN(Cc2cccs2)CC1CCO (configuration not stated) was read as C-LANA FP -0.6, SR-BI uptake up -7, PvdQ inh -11, SR-BI DiI inh 7, NSD2 inh 3, Arr AP2 block 7, Keap1-Nrf2 PPI -4, DAGLB inhibitor 0, PKA-R2B activ -13 and Cardiac RTF inh 2.
For COc1cc(C2c3cc4c(cc3C(O)C3COC(=O)C23)OCO4)cc(OC)c1OC (configuration not stated) the results were C-LANA FP -3.4, SR-BI uptake up 0, PvdQ inh -20, SR-BI DiI inh 0, NSD2 inh -1, Arr AP2 block 4, Keap1-Nrf2 PPI -4, DAGLB inhibitor -4, PKA-R2B activ -7 and Cardiac RTF inh -10.
O=C(CN(Cc1ccccc1Cl)C(=O)CNS(=O)(=O)c1ccccc1)NCC1CCCO1 (configuration not stated) was read as C-LANA FP -0.5, SR-BI uptake up 17, PvdQ inh 5, SR-BI DiI inh -17, NSD2 inh -3, Arr AP2 block 18, Keap1-Nrf2 PPI 0, DAGLB inhibitor -4, PKA-R2B activ -6 and Cardiac RTF inh 2.
Screening COc1ccc(CNCc2cn(-c3cccc(F)c3)nc2-c2ccc(C)o2)cc1 returned C-LANA FP -1.5, SR-BI uptake up -23, PvdQ inh 3, SR-BI DiI inh 23, NSD2 inh 5, Arr AP2 block 10, Keap1-Nrf2 PPI -9, DAGLB inhibitor -3, PKA-R2B activ -3 and Cardiac RTF inh 3.
For COc1ccccc1N1CCN(c2ccc(N3C(=O)CCC3=O)cc2[N+](=O)[O-])CC1 the results were C-LANA FP 0.8, PvdQ inh -20, NSD2 inh 1, Arr AP2 block -13, Keap1-Nrf2 PPI 1, DAGLB inhibitor 2, PKA-R2B activ -19 and Cardiac RTF inh 8.
`S=C(NCc1cccnc1)Nc1ccc(Cl)c(Cl)c1` gave C-LANA FP -1.4, SR-BI uptake up 1, PvdQ inh 1, SR-BI DiI inh -1, NSD2 inh 0, Arr AP2 block 16, Keap1-Nrf2 PPI 1, DAGLB inhibitor 1, PKA-R2B activ 6 and Cardiac RTF inh -1.
Screening O=C(CSc1nnc(COc2ccccc2)n1Cc1ccco1)Nc1ccc2c(c1)OCCO2 returned C-LANA FP -2.6, SR-BI uptake up -5, PvdQ inh 1, SR-BI DiI inh 5, NSD2 inh 3, Arr AP2 block -4, Keap1-Nrf2 PPI 4, DAGLB inhibitor 1, PKA-R2B activ 3 and Cardiac RTF inh 0.
`CC(C)(C#N)NC(=O)C(=O)c1c(-c2ccccc2)cc2ccccn12` gave C-LANA FP 0.0, PvdQ inh 3, NSD2 inh 2, Arr AP2 block 8, Keap1-Nrf2 PPI 0, DAGLB inhibitor 0, PKA-R2B activ 6 and Cardiac RTF inh -1.
CC(=O)c1ccc(S(=O)(=O)NCC(=O)NC(c2nc3ccccc3[nH]2)C(C)C)cc1 (configuration not stated) was read as C-LANA FP -1.2, SR-BI uptake up 3, PvdQ inh 2, SR-BI DiI inh -3, NSD2 inh 1, Arr AP2 block 19, Keap1-Nrf2 PPI -6, DAGLB inhibitor -1, PKA-R2B activ 2 and Cardiac RTF inh 5.
`COc1cc(OC)c(C(=O)OCC(=O)Nc2nnc(-c3ccccc3)o2)cc1OC` gave C-LANA FP 0.9, SR-BI uptake up 10, PvdQ inh -10, SR-BI DiI inh -10, NSD2 inh -2, Arr AP2 block 27, Keap1-Nrf2 PPI 2, DAGLB inhibitor 0, PKA-R2B activ 9 and Cardiac RTF inh -5.
Screening CN1CCN(C(=O)C2=C[C@H](c3ccc(C(F)(F)F)cc3)C[C@H](OCc3ccc(CO)cc3)O2)CC1 returned C-LANA FP -1.1, SR-BI uptake up 2, PvdQ inh -2, SR-BI DiI inh -2, Arr AP2 block 7, Keap1-Nrf2 PPI -2, DAGLB inhibitor 3, PKA-R2B activ -6 and Cardiac RTF inh -5.
`O=C(NCC1CCCO1)c1sc2cc(Cl)ccc2c1Cl` (configuration not stated) gave C-LANA FP -2.9, SR-BI uptake up 23, PvdQ inh 6, SR-BI DiI inh -23, NSD2 inh -2, Arr AP2 block 25, Keap1-Nrf2 PPI -2, DAGLB inhibitor -3, PKA-R2B activ -3 and Cardiac RTF inh -33.
Cc1n[nH]c(=O)nc1N/N=C/c1cccs1 was read as C-LANA FP 1.2, SR-BI uptake up 49, PvdQ inh -7, SR-BI DiI inh -49, NSD2 inh 43, Arr AP2 block 18, Keap1-Nrf2 PPI 1, DAGLB inhibitor 0, PKA-R2B activ 2 and Cardiac RTF inh -5.
Screening O=[N+]([O-])c1ccc(Oc2c(F)c(F)nc(N3CCCC3)c2F)cc1 returned C-LANA FP -1.0, SR-BI uptake up 13, PvdQ inh 0, SR-BI DiI inh -13, NSD2 inh -4, Arr AP2 block -2, Keap1-Nrf2 PPI -2, DAGLB inhibitor -11, PKA-R2B activ -5 and Cardiac RTF inh 2.
Screening COc1cccc(NC(=O)c2cc([N+](=O)[O-])ccc2N2CCN(C)CC2)c1 returned C-LANA FP -1.3, SR-BI uptake up -5, PvdQ inh -6, SR-BI DiI inh 5, NSD2 inh 2, Arr AP2 block -1, Keap1-Nrf2 PPI 7, DAGLB inhibitor -2, PKA-R2B activ -2 and Cardiac RTF inh -8.
`Cc1nnc(Nc2ccc(C(=O)NCCO)cc2)c2ccccc12` gave C-LANA FP -1.6, SR-BI uptake up 6, PvdQ inh -10, SR-BI DiI inh -6, NSD2 inh 23, Arr AP2 block 2, Keap1-Nrf2 PPI 0, DAGLB inhibitor 1, PKA-R2B activ -5 and Cardiac RTF inh -10.
`CC(C)(C)OC(=O)N1CCC(C(=O)N[C@@H](Cc2ccccc2)C(=O)O)(c2ccccc2)CC1` gave C-LANA FP -0.8, SR-BI uptake up 2, PvdQ inh -11, SR-BI DiI inh -2, NSD2 inh -1, Arr AP2 block -1, Keap1-Nrf2 PPI -6, DAGLB inhibitor 0, PKA-R2B activ -2 and Cardiac RTF inh -18.
`CCOc1ccc2cc(C3CC(c4ccco4)=NN3S(=O)(=O)c3ccccc3)c(Cl)nc2c1` (configuration not stated) gave C-LANA FP 0.7, SR-BI uptake up 6, PvdQ inh -15, SR-BI DiI inh -6, NSD2 inh -1, Arr AP2 block 4, Keap1-Nrf2 PPI -7, DAGLB inhibitor -3, PKA-R2B activ -2 and Cardiac RTF inh -27.
`CCC1CCCCN1C(=O)CSc1n[nH]c(N)n1` (configuration not stated) gave C-LANA FP 1.9, SR-BI uptake up -4, PvdQ inh -12, SR-BI DiI inh 4, NSD2 inh -1, Arr AP2 block 4, Keap1-Nrf2 PPI 1, DAGLB inhibitor -2, PKA-R2B activ -4 and Cardiac RTF inh -5.
For Cc1ccccc1C(=O)N1CCC(n2nccc2NC(=O)CCOc2ccccc2)CC1 the results were C-LANA FP -1.4, SR-BI uptake up -11, PvdQ inh 1, SR-BI DiI inh 11, NSD2 inh -1, Arr AP2 block -1, Keap1-Nrf2 PPI 2, DAGLB inhibitor -2, PKA-R2B activ -20 and Cardiac RTF inh -2.
For O=C(c1cccs1)N(Cc1ccco1)Cc1cc2ccccc2[nH]c1=O the results were C-LANA FP 1.4, SR-BI uptake up 4, PvdQ inh -3, SR-BI DiI inh -4, NSD2 inh 5, Arr AP2 block 18, Keap1-Nrf2 PPI -2, DAGLB inhibitor 1, PKA-R2B activ 4 and Cardiac RTF inh 6.
For C=CCn1c(-c2ccccc2OC)n[nH]c1=S the results were C-LANA FP -1.0, SR-BI uptake up 8, PvdQ inh -11, SR-BI DiI inh -8, NSD2 inh -3, Arr AP2 block 6, Keap1-Nrf2 PPI -1, DAGLB inhibitor -1, PKA-R2B activ 2 and Cardiac RTF inh -3.
`O=C1CN(C(=S)Nc2ccc(OC(F)F)cc2)CCN1` gave C-LANA FP -1.0, SR-BI uptake up -13, PvdQ inh -8, SR-BI DiI inh 13, NSD2 inh -3, Arr AP2 block -15, Keap1-Nrf2 PPI -1, DAGLB inhibitor 2, PKA-R2B activ -8 and Cardiac RTF inh -14.
For Cc1cccc(CNC(=O)C2CCCN(c3nn4c(=O)cc(C)nc4s3)C2)c1 (configuration not stated) the results were C-LANA FP -0.3, SR-BI uptake up 21, PvdQ inh -11, SR-BI DiI inh -21, Arr AP2 block -9, Keap1-Nrf2 PPI 7, DAGLB inhibitor 0, PKA-R2B activ -4 and Cardiac RTF inh -7.
O=C(Nc1nnc(-c2ccc3c(c2)CCCC3)o1)c1c(F)cccc1F was read as C-LANA FP -2.4, SR-BI uptake up 19, PvdQ inh 4, SR-BI DiI inh -19, NSD2 inh -1, Arr AP2 block 31, Keap1-Nrf2 PPI 4, DAGLB inhibitor 0, PKA-R2B activ 5 and Cardiac RTF inh 0.
Cc1nc2c(-c3ccc(F)cc3)c(C)nn2c(C)c1CCC(=O)NCc1ccco1 was read as C-LANA FP 0.1, SR-BI uptake up 1, PvdQ inh -1, SR-BI DiI inh -1, Arr AP2 block 4, Keap1-Nrf2 PPI -5, DAGLB inhibitor 0, PKA-R2B activ -10 and Cardiac RTF inh 2.
`Cc1cccc(C)c1NC(=O)C1=C(O)c2sccc2N(C)S1(=O)=O` gave C-LANA FP 0.7, SR-BI uptake up 9, PvdQ inh -13, SR-BI DiI inh -9, NSD2 inh -6, Arr AP2 block -7, Keap1-Nrf2 PPI -1, DAGLB inhibitor 0, PKA-R2B activ -9 and Cardiac RTF inh 3.
`COCCCn1c(SCC(=O)Nc2nc3ccccc3s2)nnc1-c1ccoc1C` gave C-LANA FP -0.7, SR-BI uptake up 5, PvdQ inh -8, SR-BI DiI inh -5, Arr AP2 block -7, Keap1-Nrf2 PPI 2, DAGLB inhibitor -2, PKA-R2B activ -2 and Cardiac RTF inh -2.
For Cc1ccc(C)c(SCC(=O)N(C)CC(=O)Nc2ccc(N3CCOCC3)cc2)c1 the results were C-LANA FP 3.8, SR-BI uptake up -27, PvdQ inh -9, SR-BI DiI inh 27, NSD2 inh 3, Arr AP2 block 0, Keap1-Nrf2 PPI -3, DAGLB inhibitor 1, PKA-R2B activ -5 and Cardiac RTF inh -24.
For Cc1cc2[nH]c(=O)c(=O)[nH]c2cc1S(=O)(=O)N1CCN(c2ccccc2)CC1 the results were C-LANA FP -1.4, SR-BI uptake up 4, PvdQ inh 3, SR-BI DiI inh -4, Arr AP2 block 26, Keap1-Nrf2 PPI -2, DAGLB inhibitor 1, PKA-R2B activ 6 and Cardiac RTF inh -6.
